hgDAF-12 ag = activates the H. glycines DAF-12 receptor ligand-binding domain; HEK293 GAL4-hgDAF12 UAS-luciferase reporter, agonist luminescence; normalized to butyrate control; activation, % at 6.8 µM; actives 1.8% (n = 370,000); AID 687014;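 active = activation above a cutoff set at the mean of all screened compounds plus 3 SD, cut at about 10% in these data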;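 note: 0% = DMSO wells and 100% = sodium butyrate wells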
ssDAF-12 act = activates DAF-12 receptor from parasite S. stercoralis. activation, % at 6.8 µM. actives 1% (n = 370,000). HEK293 ssDAF-12/GRIP1 lit1-tk-luc reporter, luminescence; % of 3 µM dafachronic acid response;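 active = activation above the mean over all tested compounds plus 3 SD, cut at about 0.9% in these data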;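 note: 0% = DMSO-only wells and 100% = 3 µM delta7-dafachronic acid wells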
PLCg1 inh = PLC-gamma1 (human) inhibition, primary screen | purified PLC-gamma1, fluorogenic substrate, fluorescence | AID 720700 | actives 0.84% (n = 370,000) | inhibition, % at 12.2 µM; in the data active = inhibition above about 9.5%
ADAM10 inh = ADAM10 inhibition, QFRET primary screen. actives 0.62% (n = 370,000). inhibition, % at 7 µM. recombinant ADAM10, EDANS/DABCYL FRET peptide cleavage, 3 h;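 active = inhibition above a per-campaign cutoff equal to the mean of compounds falling between control-based bounds plus 3 SD, cut at about 20% in these data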;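 note: 0% = DMSO wells while the 100% control is not disclosed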
Target sequence (O14672 214-748 limits assumed): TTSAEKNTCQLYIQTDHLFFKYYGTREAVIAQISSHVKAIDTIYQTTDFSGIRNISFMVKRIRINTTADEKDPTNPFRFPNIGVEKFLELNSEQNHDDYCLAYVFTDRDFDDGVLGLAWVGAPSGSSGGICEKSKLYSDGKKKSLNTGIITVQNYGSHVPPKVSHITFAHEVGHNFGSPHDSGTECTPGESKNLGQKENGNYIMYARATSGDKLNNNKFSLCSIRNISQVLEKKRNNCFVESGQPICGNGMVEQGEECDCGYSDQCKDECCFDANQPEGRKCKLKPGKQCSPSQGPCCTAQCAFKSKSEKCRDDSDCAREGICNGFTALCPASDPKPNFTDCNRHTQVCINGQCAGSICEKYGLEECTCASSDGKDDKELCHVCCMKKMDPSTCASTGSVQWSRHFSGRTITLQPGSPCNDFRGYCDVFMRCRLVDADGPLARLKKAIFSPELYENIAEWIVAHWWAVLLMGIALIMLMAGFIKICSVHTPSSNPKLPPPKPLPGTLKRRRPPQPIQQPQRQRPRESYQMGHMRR
DAX1 inh-1 = NR0B1 (DAX1) inhibition. AID 504766. actives 0.99% (n = 340,000). inhibition, % at 6.75 µM. HEK293 Gal4-DAX1 luciferase reporter, luminescence;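 active = inhibition above the mean over all tested compounds plus 3 SD, cut at about 4.2% in these data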;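 note: 0% = DAX1-transfected cells with DMSO and 100% = empty-vector control cells with DMSO; inhibition shows as a rise in luminescence from relieved DAX1 repression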
Target sequence (P51843 207-470 limits assumed): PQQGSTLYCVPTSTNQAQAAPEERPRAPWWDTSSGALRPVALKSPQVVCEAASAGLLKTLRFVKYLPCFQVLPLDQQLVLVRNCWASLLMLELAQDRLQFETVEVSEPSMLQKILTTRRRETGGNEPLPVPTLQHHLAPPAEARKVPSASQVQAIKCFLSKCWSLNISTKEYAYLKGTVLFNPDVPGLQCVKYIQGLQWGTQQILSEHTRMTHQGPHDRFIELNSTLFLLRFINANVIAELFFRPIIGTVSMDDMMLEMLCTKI
sPLA2-III inh = Inhibits HGIII-sPLA2 liposome hydrolysis, primary screen | Q9NZ20 | QFRET BODIPY PC-A2 liposome hydrolysis, fluorescence | inhibition, % at 12.2 µM | actives 0.56% (n = 370,000) | AID 743126;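 active = inhibition above mean plus 3 SD of compounds lying within the high and low control bounds, cut at about 19% in these data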;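 note: 0% = median of test compound wells and 100% = no enzyme DMSO wells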
hcDAF12 agonist = activators of H. contortus DAF-12 nuclear receptor; HEK293 hcDAF-12 lit1-tk-luc reporter, luminescence; 0% DMSO, 100% Δ7-dafachronic acid; activation, % at 6.8 µM; actives 1.4% (n = 370,000); AID 652067;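 active = activation above the mean of all tested compounds plus 3 SD, cut at about 5.5% in these data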;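 note: 100% = response to 3 µM Δ7-dafachronic acid high control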
FXN GAA850 act = frataxin GAA850 promoter activation; HEK293 lucGAA850 FXN promoter luciferase reporter, 24 h; percent of 10 µM SAHA response; activation, % at 6 µM; actives 0.56% (n = 360,000);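 active = activation above the average of all compounds screened plus 3 SD, cutoff fixed separately per campaign, cut at about 7.5% in these data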;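 note: 0% = DMSO wells and 100% = 10 µM SAHA wells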
ADAM17 inh = inhibitors of human ADAM17; recombinant ADAM17, EDANS/DABCYL FRET peptide cleavage; P78536; actives 0.83% (n = 370,000); inhibition, % at 6.95 µM;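 active = inhibition above the mean of compounds lying between control limits plus 3 SD, set per campaign, cut at about 8.5% in these data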;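 note: 0% = DMSO-only wells as the low control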
DAX1 inh-2 = inhibitors of DAX1 repression of SF-1 activated StAR promoter; actives 1.1% (n = 370,000); AID 652010; HEK293T StAR-luciferase reporter, SF-1/DAX-1 repression relief; inhibition, % at 6.8 µM;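 active = inhibition above the mean over all tested compounds plus 3 SD, cut at about 3.6% in these data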;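 note: 0% = DAX-1 cells with DMSO and 100% = cells lacking DAX-1 with DMSO; higher inhibition means more luminescence from relief of DAX-1 repression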
PLCb3 inh = PLC-beta3 (human) inhibition, primary screen; Q01970; Purified PLC-beta3, fluorogenic substrate, fluorescence; inhibition, % at 12.2 µM; actives 0.18% (n = 370,000); AID 720704; in the data active = inhibition above about 11%;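 note: 0% = median of compound wells on plate and 100% = full blocker control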
Numbers without * were called inactive; i = inactive; / = not tested or not shown.

SMILES	hgDAF-12 ag	ssDAF-12 act	PLCg1 inh	ADAM10 inh	DAX1 inh-1	sPLA2-III inh	hcDAF12 agonist	FXN GAA850 act	ADAM17 inh	DAX1 inh-2	PLCb3 inh
COc1ccc(NC(C)C(=O)Nc2ccc(C#N)cc2)cc1Cl (stereo not given)	-1.9	-1.2	0	7	-0.6	-9	-1.7	-0.8	-4	-0.5	-1
CCOc1ccc(S(=O)(=O)Nc2ccc(C(=O)N3CC(C)OC(C)C3)cc2)cc1 (stereo not given)	-0.3	-0.8	3	-2	0.0	-5	0.3	0.5	-4	-1.2	-4
CCNC(=O)C1(C)CCN(Cc2ccc(C(=O)OCC)o2)C1 (stereo not given)	1.8	-1.0	1	0	/	-3	-0.5	0.3	-2	-0.1	-1
CCCCn1c(Cc2ccccc2)nnc1SCC(=O)Nc1cc(C)on1	0.5	-1.2	1	-14	2.0	4	-0.5	1.7	-3	0.5	4
S=C(Nc1ccc2cn[nH]c2c1)Nc1ccc(Cl)cc1Cl	2.7	-1.4	-2	-29	-1.0	5	-2.0	0.7	-6	-0.6	-4
CC1=NOC(=O)/C1=C\c1ccc(-c2ccc(Br)cc2)o1	2.5	-0.8	3	-33	0.6	3	-0.7	3.0	-11	2.0	-4
O=C(CSc1nc2cc(C(=O)O)ccc2c(=O)n1-c1ccc(F)cc1)Nc1ccc(F)c(F)c1F	1.4	-0.7	-4	0	-1.1	-9	1.4	0.4	-2	-0.1	-3
COCCn1c(Br)nc2c1c(=O)n(C)c(=O)n2C	-0.5	-0.7	1	5	/	5	1.5	0.8	-1	-0.6	0
CC(OC(=O)Cc1ccc(F)cc1)C(=O)NCc1ccc2c(c1)OCO2 (stereo not given)	4.2	-1.6	2	-9	-0.2	1	-0.6	-1.0	-5	-1.6	-2
CCCCc1cc(=O)oc2c(C)c(OCC(=O)NCc3ccccn3)ccc12	-1.3	-1.5	0	-15	0.4	5	1.1	1.6	-3	1.0	-8
CN(CC(=O)Nc1ccc(F)c(F)c1F)C(=O)c1nn(Cc2ccccc2)c(=O)c2ccccc12	-1.6	-1.4	-4	-6	-0.2	7	0.1	-0.7	-1	-0.8	-9
CCOc1ccc(-c2ccc(C=O)o2)c([N+](=O)[O-])c1	0.1	-1.5	-12	-10	0.0	12	0.1	2.8	-4	-0.4	-13
COc1ccc2ccccc2c1C1NC(=O)c2ccccc2N1 (stereo not given)	14*	-1.5	-307	i	-3.0	-10	-0.8	-4.5	-210	-4.2	-409
CCN(Cc1ccccc1)C(=O)CCc1nc(-c2ccc(C)cc2)no1	-0.6	-1.1	-1	-3	-0.4	-9	-1.0	-0.5	1	0.7	-4
O=S(=O)(Nc1cc(Cl)ccc1-n1cncn1)c1ccc(F)cc1	1.2	-1.1	-2	-3	0.4	-13	1.1	-0.4	-2	-1.2	-7
CC(=O)C1=C(O)C(=O)N(Cc2cccnc2)C1c1ccccc1Cl (stereo not given)	-0.4	-0.4	2	-6	-0.6	1	-2.4	1.8	-3	-0.3	0
N#Cc1ccc(Oc2ncccn2)cc1	0.2	-1.2	-1	8	0.7	10	0.0	2.6	-4	-0.2	-6
COc1ccc(Cl)cc1Cn1c(C)c(C(=O)NCc2ccc(C#N)cc2)sc1=O	2.5	-1.1	4	-1	/	-2	-1.4	-3.1	3	-0.7	4
COc1ccc(NC(=O)CN(C)C(=O)c2ccc(S(=O)(=O)Nc3ccccc3C)cc2)cc1	0.0	-1.3	2	12	-0.1	-9	0.7	-0.7	1	1.0	0
Cc1ccc(C(=O)CSc2nc(C(C)C)nc3ccccc23)cc1	1.1	-0.6	0	5	-0.4	-17	-3.1	-1.5	0	-0.9	1

Laid out differently: four of the compounds above
Structure | hgDAF-12 ag | ssDAF-12 act | PLCg1 inh | ADAM10 inh | DAX1 inh-1 | sPLA2-III inh | hcDAF12 agonist | FXN GAA850 act | ADAM17 inh | DAX1 inh-2 | PLCb3 inh
CN(CC(=O)Nc1ccc(F)c(F)c1F)C(=O)c1nn(Cc2ccccc2)c(=O)c2ccccc12 | -1.6 | -1.4 | -4 | -6 | -0.2 | 7 | 0.1 | -0.7 | -1 | -0.8 | -9
CCOc1ccc(-c2ccc(C=O)o2)c([N+](=O)[O-])c1 | 0.1 | -1.5 | -12 | -10 | 0.0 | 12 | 0.1 | 2.8 | -4 | -0.4 | -13
COc1ccc2ccccc2c1C1NC(=O)c2ccccc2N1 (stereo not given) | 14* | -1.5 | -307 | i | -3.0 | -10 | -0.8 | -4.5 | -210 | -4.2 | -409
CCN(Cc1ccccc1)C(=O)CCc1nc(-c2ccc(C)cc2)no1 | -0.6 | -1.1 | -1 | -3 | -0.4 | -9 | -1.0 | -0.5 | 1 | 0.7 | -4

Additional compounds follow.
SMILES	hgDAF-12 ag	ssDAF-12 act	PLCg1 inh	ADAM10 inh	DAX1 inh-1	sPLA2-III inh	hcDAF12 agonist	FXN GAA850 act	ADAM17 inh	DAX1 inh-2	PLCb3 inh
O=C(NCCC(=O)N1CCN(c2ccc(F)cc2)CC1)c1ccco1	-1.4	-1.4	-3	-2	-0.2	4	-1.0	-0.9	-3	1.0	2
CNC(=O)NC(=O)COC(=O)c1n[nH]c2ccccc12	0.6	-2.1	-1	-2	4.1	-2	-0.5	-0.3	-6	1.1	-5
O=C(CSc1nnc(-c2cccnc2)n1CCN1CCCCC1)Nc1cccc(Cl)c1	-1.2	-1.4	1	1	0.2	-4	-1.6	2.3	-2	0.2	0
COCCNC(=O)C1CC2Cn3c(nc4cc(Cl)c(Cl)cc43)C2N1C (stereo not given)	-0.6	-1.2	-1	-2	0.7	2	-2.3	-1.3	-3	-0.6	2
Cc1cccc(NC(=O)c2nc[nH]c2C(=O)N[C@H](C)c2ccccc2)c1	-0.9	-1.6	2	23*	0.1	-14	-1.2	-0.5	7	0.1	3
CCOc1cc(C#N)c(NC(=O)c2cccnc2)cc1OCC	3.6	-0.8	3	-2	-1.9	6	-1.4	-2.1	-3	-1.7	-1
O=C(O)CN1C(=O)/C(=C2\C(=O)N(Cc3ccccc3Cl)c3ccccc32)SC1=S	2.5	-0.9	-1	0	0.0	-4	4.1	2.6	0	0.1	-4
Cc1[nH]n(-c2ccccc2)c(=O)c1C1(C(F)(F)F)C(=O)N(c2ccccc2)C2=C1C(=O)CC(C)(C)C2 (stereo not given)	-0.1	-1.6	1	-5	-0.9	1	-2.2	-3.8	-4	-0.1	-2
CCOC(=O)Cc1csc(SCc2nc3ccccc3c(=O)[nH]2)n1	-2.5	-1.2	-3	-2	-1.5	-10	0.4	2.2	-3	0.6	0
COc1cc(OC)cc(C(=O)NCC2CCCN(C(=O)c3csc(C(C)C)n3)C2)c1 (stereo not given)	1.3	-1.8	3	-3	0.6	0	-0.7	0.0	1	-1.1	-5
COc1ccc(-c2ccc(C#N)c(OC(=O)c3c(Cl)cccc3Cl)n2)cc1	-0.5	-0.8	-6	-59	0.8	10	-0.9	2.1	-22	-0.8	-10
O=C(O)c1ccccc1C(=O)OC1CC2CCC1C2 (stereo not given)	6.3	-1.0	-2	0	0.3	-6	-1.1	-0.5	-3	-0.5	2
Cc1cccc(/C=N/NC(=O)c2cc(Br)ccc2OCc2ccccc2)n1	-0.3	-2.2	-3	-4	-0.6	-1	-0.8	-3.0	-4	-0.8	-14
CCCCN1CCC(CN2C(=O)C(=O)NC[C@@H]2Cc2ccccc2)CC1	0.4	-1.2	-1	-7	-0.3	-3	0.4	-1.8	-1	1.6	-1
Nc1ccc(C(=O)OCc2nc3ccccc3s2)cc1	3.2	-0.5	-1	2	-0.5	-4	0.5	0.8	2	0.5	-7
O=C(NC1(C(=O)NC2CCCC2)CCCCC1)c1ccc2c(c1)OCO2	-1.2	-0.2	-1	-11	-1.1	1	-2.4	2.3	-4	0.1	-5
CCOC(=O)C(C)Oc1cccc2c(=O)n(CC(=O)N3CCc4ccccc43)ccc12 (stereo not given)	1.0	-0.5	1	-28	1.0	-3	-1.0	-0.3	-1	0.9	1
COc1cccc(CN2C[C@]34C=C[C@@H](C[C@@H]3S2(=O)=O)O4)c1	0.8	-0.9	2	-3	1.3	3	-1.2	0.5	-3	-0.2	2
Cc1ccc(OCC(=O)N2CCC(C)CC2)c([N+](=O)[O-])n1	4.2	-0.8	-3	-4	0.9	0	-0.3	-0.1	-3	0.7	-7
O=S(=O)(Nc1ccc2oc(-c3ccccc3)nc2c1)c1ccccc1	3.0	-1.6	-482	-6	-1.7	-75	-1.2	7.3	8	0.1	i

Just hgDAF-12 ag and DAX1 inh-2, for 2 of the compounds above:
SMILES | hgDAF-12 ag | DAX1 inh-2
Nc1ccc(C(=O)OCc2nc3ccccc3s2)cc1 | 3.2 | 0.5
O=C(NC1(C(=O)NC2CCCC2)CCCCC1)c1ccc2c(c1)OCO2 | -1.2 | 0.1

Screening data as filed in PubChem BioAssay.

Random draw from the library (roughly 6.9% active in at least one column).
